M5 antag: blocks acetylcholine activation of human M5 receptor. CHO-hM5 cells, Fluo-8 calcium fluorescence, ACh EC80. inhibition, % at 3 µM. AID 624040. 360,000 tested, 0.59% active;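 active = inhibition above a per-plate cutoff, the mean of that plate's test compounds plus 3 SD, cut at about 27% in these data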;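 also: 0% = acetylcholine EC80 with DMSO and 100% = DMSO without agonist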
Target sequence (P08912 whole entry, looked up): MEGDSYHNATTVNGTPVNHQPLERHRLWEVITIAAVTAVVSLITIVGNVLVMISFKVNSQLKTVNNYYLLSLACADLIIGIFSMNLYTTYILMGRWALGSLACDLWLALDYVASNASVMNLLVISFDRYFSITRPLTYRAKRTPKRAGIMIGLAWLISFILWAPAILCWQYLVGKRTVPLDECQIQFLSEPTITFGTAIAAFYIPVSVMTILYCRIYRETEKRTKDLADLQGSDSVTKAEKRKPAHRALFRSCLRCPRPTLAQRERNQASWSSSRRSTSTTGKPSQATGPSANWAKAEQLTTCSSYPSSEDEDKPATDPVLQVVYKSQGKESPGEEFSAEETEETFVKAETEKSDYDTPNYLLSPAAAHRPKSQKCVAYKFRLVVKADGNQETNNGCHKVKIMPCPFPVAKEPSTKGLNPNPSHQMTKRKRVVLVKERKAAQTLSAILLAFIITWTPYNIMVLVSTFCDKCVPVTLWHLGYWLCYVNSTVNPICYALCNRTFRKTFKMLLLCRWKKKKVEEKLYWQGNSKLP
M1 ag parental: nonselective activator or artifact in parental CHO-K1 cells | 360,000 tested, 0.48% active | Fluo-8 calcium fluorescence; scaled to maximal ATP response, vehicle zero | activation, % at 3 µM; in the data active = activation above about 15%;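 also: untransfected CHO-K1 host cells lacking M1 receptor as counterscreen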
CHO-K1 Ca antag: counter-screen for M1 antagonists: effect in parental CHO-K1 cells; ATP-induced calcium, Fluo-8 fluorescence; inhibition, % at 3 µM; 360,000 tested, 0.6% active;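 active = inhibition above a per-plate cutoff, the plate's mean sample inhibition plus 3 SD, cut at about 24% in these data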;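 also: 0% = DMSO plus EC80 ATP and 100% = DMSO alone without ATP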
CHO-K1 Ca PAM: M1 PAM counterscreen hit in parental CHO-K1 cells; ATP EC20, Fluo-8 calcium fluorescence; 0% at ATP EC20, 100% at ATP max; activation, % at 3 µM; 360,000 tested, 0.02% active;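 active = activation above the run cutoff, the mean activation of all test compounds plus 3 SD, cut at about 40% in these data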;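 also: peak over basal fluorescence ratio in a 140 s read after ATP addition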
CHRM4 antagonist: antagonists of human muscarinic M4 receptor (CHRM4); P08173; CHO-hM4 cells, ACh EC80, Fluo-8 calcium fluorescence; inhibition, % at 3 µM; 360,000 tested, 0.73% active; AID 624125;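 active = inhibition above its plate's cutoff, the mean inhibition of sample wells plus 3 SD, cut at about 27% in these data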;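 also: 0% = acetylcholine EC80 with DMSO and 100% = DMSO without agonist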
Target sequence (P08173 whole entry, looked up): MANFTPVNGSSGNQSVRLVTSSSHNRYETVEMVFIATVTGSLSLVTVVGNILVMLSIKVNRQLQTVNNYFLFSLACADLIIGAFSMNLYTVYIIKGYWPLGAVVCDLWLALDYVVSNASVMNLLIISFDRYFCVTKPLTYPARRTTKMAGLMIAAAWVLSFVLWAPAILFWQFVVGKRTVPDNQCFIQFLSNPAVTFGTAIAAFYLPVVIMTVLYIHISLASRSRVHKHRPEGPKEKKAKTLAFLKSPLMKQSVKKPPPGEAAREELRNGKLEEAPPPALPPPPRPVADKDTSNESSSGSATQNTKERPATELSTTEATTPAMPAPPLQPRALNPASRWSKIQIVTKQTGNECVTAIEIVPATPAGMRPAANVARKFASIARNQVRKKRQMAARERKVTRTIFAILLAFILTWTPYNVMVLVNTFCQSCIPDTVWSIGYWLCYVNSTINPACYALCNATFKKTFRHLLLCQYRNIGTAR
CHRM4 agonist: agonists of human muscarinic M4 receptor (CHRM4); P08173; CHO-K1 hM4/Gqi5, Fluo-8 calcium fluorescence; vehicle 0%, full acetylcholine response 100%; activation, % at 3 µM; 360,000 tested, 0.14% active; AID 624127;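 active = activation above the run mean over all test wells plus 3 SD, cut at about 32% in these data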;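 also: peak over basal fluorescence ratio per well then scaled between controls; 0% = DMSO wells and 100% = acetylcholine at EC100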
CHRM5 PAM: CHRM5 positive allosteric modulation | CHO-K1 hM5, Fluo-8 calcium, ACh EC20 PAM; 0% = ACh EC20, 100% = ACh EC100 | activation, % at 3 µM | 360,000 tested, 0.3% active;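 active = activation above the run cutoff, the mean activation of all test compounds plus 3 SD, cut at about 18% in these data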
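Assay system: CHO-K1 hM5 cells. Also added: acetylcholine at EC20 concentration, added after compound. Dosing: 3 µM, single dose. Times: compound preincubation 140 s before EC20 acetylcholine addition. Signal: Fluo-8 calcium fluorescence. Measure: % activation relative to EC20 and EC100 ACh responses. Repeats: singlicate, one well per test compound.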
CHRM4 PAM: positive allosteric modulators of human muscarinic M4 receptor; P08173; 360,000 tested, 0.4% active; CHO-K1 hM4/Gqi5, Fluo-8 calcium fluorescence, ACh EC20; 0% = ACh EC20, 100% = maximal ACh; activation, % at 3 µM;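 active = activation above its plate's cutoff, the mean activation of sample wells plus 3 SD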; also: some results filed as inactive read as strong as hits
M5 ag: agonists of human muscarinic M5 receptor (CHRM5); CHO-K1 hM5 cells, Fluo-8 calcium fluorescence; 0% DMSO wells, 100% maximal acetylcholine response; activation, % at 3 µM; 360,000 tested, 0.19% active; AID 624037;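 active = activation above the run's mean over test compounds plus 3 SD, cut at about 23% in these data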;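 also: signal is peak over basal fluorescence ratio across the kinetic read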
Starred values were filed as active, the others as inactive. Random draw from the library; any-hit rate near 2.7%.

1) CCN(CC)CCN(C(=O)CCS(=O)(=O)c1ccccc1)c1nc2cc(OC)c(OC)cc2s1
2) CCOC(=O)N1CCN(CC(=O)N2c3ccccc3CC2C)CC1 (configuration not stated)
3) Cc1cccc(NS(=O)(=O)c2cccc(C(=O)N3CCN(c4ccccn4)CC3)c2)c1
4) Cc1cccc(C)c1NC(=O)CN1C(=O)N(C)Cc2ccccc21
5) Cc1ccc(OCC(=O)Nc2cc(Cl)ccc2-n2cncn2)c(C)c1
6) CS(=O)(=O)c1ccccc1-c1nnc(NC(=O)C2=COCCO2)o1
Compound,1,2,3,4,5,6
M5 antag,-0.8,0.7,13.1,14.8,8.9,3.8
M1 ag parental,2.3,1.5,6.4,0.0,10.8,1.4
CHO-K1 Ca antag,-5.4,-8.5,0.1,-2.0,7.8,-8.8
CHO-K1 Ca PAM,7.7,16.0,-11.6,9.8,7.0,12.6
CHRM4 antagonist,-1.6,31.4*,-11.0,-15.4,-3.0,0.1
CHRM4 agonist,1.8,0.9,17.0,1.1,1.9,0.2
CHRM5 PAM,5.6,1.3,-12.9,-1.4,-2.5,1.5
CHRM4 PAM,5.3,-1.1,-5.2,-1.2,-1.7,-3.1
M5 ag,-1.1,0.8,2.2,-3.5,-1.4,1.0

One compound at a time (already shown). Values in the order: M5 antag	M1 ag parental	CHO-K1 Ca antag	CHO-K1 Ca PAM	CHRM4 antagonist	CHRM4 agonist	CHRM5 PAM	CHRM4 PAM	M5 ag
CS(=O)(=O)c1ccccc1-c1nnc(NC(=O)C2=COCCO2)o1 is entered as 3.8	1.4	-8.8	12.6	0.1	0.2	1.5	-3.1	1.0
Cc1ccc(OCC(=O)Nc2cc(Cl)ccc2-n2cncn2)c(C)c1 is entered as 8.9	10.8	7.8	7.0	-3.0	1.9	-2.5	-1.7	-1.4

Next results follow:
7) O=C(Nc1ccc(C2CCCCC2)cc1)C1CCCN(c2ncccn2)C1 (configuration not stated)
8) CC1(C(=O)NS(=O)(=O)c2ccc(Br)cc2)CCN1C(=O)C1CCCCC1 (configuration not stated)
9) COC(=O)Cc1c(C)nc2nc(-c3ccc(Cl)cc3)[nH]n2c1=O
10) CSc1ccccc1NC(=O)C1=CC(c2ccc(C)cc2)=NS(=O)(=O)N1C
11) Cc1c(OCc2nn[nH]n2)ccc2c3c(c(=O)oc12)CCCC3
12) COc1ccc(S(=O)(=O)N2CCCCCC2)cc1C(=O)NCCOc1ccc(C)cc1
Compound,7,8,9,10,11,12
M5 antag,1.3,0.4,-9.6,15.0,-1.5,15.5
M1 ag parental,1.5,0.6,1.0,5.2,0.3,0.8
CHO-K1 Ca antag,-17.1,-9.7,-13.9,0.2,-9.5,-4.5
CHO-K1 Ca PAM,12.1,15.1,13.0,5.3,10.6,-21.2
CHRM4 antagonist,-0.5,2.0,-10.5,2.0,-6.0,7.4
CHRM4 agonist,1.5,-0.1,0.9,17.5,-1.9,12.4
CHRM5 PAM,-3.1,0.9,14.5,-13.7,5.8,-25.2
CHRM4 PAM,14.0,9.5,0.7,-8.6,17.2,-10.8
M5 ag,0.5,0.6,-3.8,1.1,1.1,-3.5

Entries listed so far containing a halogen:
5) Cc1ccc(OCC(=O)Nc2cc(Cl)ccc2-n2cncn2)c(C)c1
8) CC1(C(=O)NS(=O)(=O)c2ccc(Br)cc2)CCN1C(=O)C1CCCCC1 (configuration not stated)
9) COC(=O)Cc1c(C)nc2nc(-c3ccc(Cl)cc3)[nH]n2c1=O
Compound,5,8,9
M5 antag,8.9,0.4,-9.6
M1 ag parental,10.8,0.6,1.0
CHO-K1 Ca antag,7.8,-9.7,-13.9
CHO-K1 Ca PAM,7.0,15.1,13.0
CHRM4 antagonist,-3.0,2.0,-10.5
CHRM4 agonist,1.9,-0.1,0.9
CHRM5 PAM,-2.5,0.9,14.5
CHRM4 PAM,-1.7,9.5,0.7
M5 ag,-1.4,0.6,-3.8

Following part
13) CC(=O)C12OC(C)(C)OC1CC1C3CCC4=CC(=O)C=CC4(C)C3(F)C(O)CC12C (configuration not stated)
14) Cc1ccc(-c2nc3cc(C)c(Br)c(C)n3c2Cc2cccc(Cl)c2)cc1
15) COc1ccc(C(=O)CSc2nnc(C3CC3)n2N)cc1
16) CCCc1cc(C(=O)Nc2ccc(CC)cc2)no1
17) O=C(NN=C1CCCC1)c1[nH]c2ccc(Cl)cc2c1-c1ccccc1
18) CSc1ccc(C(=S)N2CCCCCC2)cc1
Compound,13,14,15,16,17,18
M5 antag,14.5,1.6,-3.8,0.6,-1.5,24.0
M1 ag parental,-0.1,-0.5,-1.3,-0.1,0.2,-0.2
CHO-K1 Ca antag,4.1,-1.2,-33.4,-5.9,-5.7,8.4
CHO-K1 Ca PAM,9.3,1.9,9.4,-27.7,16.2,-15.6
CHRM4 antagonist,-17.1,3.8,10.7,1.3,5.7,2.8
CHRM4 agonist,0.7,-0.9,-0.8,1.1,-0.1,-1.5
CHRM5 PAM,2.5,-5.8,4.9,0.4,7.4,-10.0
CHRM4 PAM,4.3,-0.1,3.8,-0.9,-6.3,-4.6
M5 ag,1.6,-0.1,-1.1,-4.5,2.5,-4.3

19) CC(OC(=O)C1CCN(S(=O)(=O)c2ccccc2C(F)(F)F)CC1)C(=O)N(C)Cc1ccccc1 (configuration not stated)
20) COc1cc(/C=C2\CCCc3c2nc2ccccc2c3C(=O)O)cc([N+](=O)[O-])c1O
21) O=C(NCCn1cccn1)C1CCC(=O)N(CCc2cccc(F)c2)C1 (configuration not stated)
22) CC1(C(=O)NS(=O)(=O)c2ccccc2Cl)CCN1C(=O)c1ccccc1CCc1ccccc1 (configuration not stated)
23) C1N2CN3CN1CN(C2)C3
24) CCN(CC)C1CCN(C(=O)c2cc(COc3ccc(-n4cncn4)cc3)on2)C1 (configuration not stated)
Compound,19,20,21,22,23,24
M5 antag,14.4,-3.5,1.9,-0.8,7.0,5.8
M1 ag parental,4.8,0.5,2.1,0.2,2.3,0.2
CHO-K1 Ca antag,0.1,-10.1,-8.7,-7.8,9.9,-0.1
CHO-K1 Ca PAM,10.6,0.9,13.5,8.0,8.8,5.8
CHRM4 antagonist,9.6,-9.9,-5.1,4.0,5.7,22.6
CHRM4 agonist,11.4,0.9,1.8,-0.1,0.5,-0.1
CHRM5 PAM,-10.4,5.5,4.6,4.1,-6.5,2.2
CHRM4 PAM,-11.2,-5.3,10.2,-1.6,-6.9,-13.0
M5 ag,-1.7,0.4,-2.7,-1.0,-0.2,-7.0

25) Cc1ccccc1NC(=O)CS(=O)(=O)c1cn(CC(=O)N2CCOCC2)c2ccccc12
26) O=C(NCc1ccccc1Cl)C(=O)NCC1OCCN1S(=O)(=O)c1ccc(F)cc1 (configuration not stated)
27) Cc1cc(C)nc(SCc2cc(=O)c(OC(=O)c3cc([N+](=O)[O-])ccc3Cl)co2)n1
28) Cc1[nH]c2ccccc2c1/C=C(\C#N)S(=O)(=O)c1ccccc1
29) CN(C)c1ccc(C#Cc2ccc3cc(CCCO)oc(=O)c3c2)cc1
30) CC(C)(C)Nc1cccccc1=O
Compound,25,26,27,28,29,30
M5 antag,5.9,7.4,-1.8,6.3,13.2,11.9
M1 ag parental,0.6,2.6,0.6,7.5,0.8,0.7
CHO-K1 Ca antag,-6.6,-6.6,-8.6,-15.5,-3.3,-15.4
CHO-K1 Ca PAM,-7.4,11.7,23.1,2.1,15.5,14.5
CHRM4 antagonist,1.9,-0.9,4.4,14.6,3.3,3.9
CHRM4 agonist,0.7,2.5,0.5,11.3,1.8,0.1
CHRM5 PAM,4.9,-6.1,2.9,-4.1,-0.6,-2.5
CHRM4 PAM,-2.4,1.1,4.6,-7.4,2.8,-2.2
M5 ag,-2.3,-4.4,0.4,3.9,1.1,-5.9

31) COC(=O)[C@]1(Cc2ccccc2)N[C@H](c2ccc(-c3cc(C(C)=O)cs3)cc2)[C@@H]2C(=O)N(C)C(=O)[C@@H]21
32) CC1(C)N=C(SCC(=O)Nc2ccc(Cl)cc2Cl)C(c2ccccc2)=N1
33) CC(C)(C)NC(=O)COC(=O)c1cc(F)c(F)cc1Cl
34) O=C(OC(C(=O)NC1CCCCC1)c1ccccc1F)c1ccco1 (configuration not stated)
35) O=C(NCC(c1cccnc1)N1CCOCC1)c1ccc2c(c1)OCO2 (configuration not stated)
36) Cc1ccccc1CC1(CO)CCCN(Cc2nc(-c3cccs3)oc2C)C1 (configuration not stated)
Compound,31,32,33,34,35,36
M5 antag,-8.7,-2.5,0.5,0.8,0.1,-2.2
M1 ag parental,-0.3,0.3,1.0,1.7,0.4,0.4
CHO-K1 Ca antag,-4.7,-5.6,-4.0,-17.7,5.2,4.0
CHO-K1 Ca PAM,-5.6,2.9,16.1,21.0,7.3,-2.7
CHRM4 antagonist,-6.7,-1.8,-1.4,-1.6,-10.7,7.8
CHRM4 agonist,1.0,-0.1,0.4,1.4,0.6,2.4
CHRM5 PAM,9.3,-0.9,-2.1,4.7,2.2,1.7
CHRM4 PAM,7.0,-0.6,2.0,-1.2,4.4,-4.4
M5 ag,0.9,-9.7,0.9,-3.6,-8.5,-6.9

37) COc1ccc(NC(=O)NCCN2C(=O)C3C4C=CC(C4)C3C2=O)cc1 (configuration not stated)
38) COC(=O)C1CCCN1C(C(=O)NC1CCCCC1)c1ccc(Cl)cc1 (configuration not stated)
39) COc1ccc(C(=O)NC2CCCN(Cc3ccccc3F)C2)c(OC)c1OC (configuration not stated)
40) Cc1noc(C)c1COC(=O)CCC(=O)c1ccc(F)cc1
41) C=C(C)COc1ccc(-c2[nH]ncc2-c2ccc(OC)cc2)c(O)c1
42) O=C(N[C@@H](Cc1c[nH]c2ccccc12)C(=O)NC1CC1)c1ccccc1Cl
Compound,37,38,39,40,41,42
M5 antag,0.7,-3.5,9.3,-3.7,7.7,6.6
M1 ag parental,0.2,-0.5,0.9,0.6,-0.3,-0.4
CHO-K1 Ca antag,0.9,7.6,-8.5,-7.1,6.4,6.2
CHO-K1 Ca PAM,1.6,3.4,10.9,18.0,-16.5,-13.4
CHRM4 antagonist,-1.8,0.5,3.5,-7.1,14.9,6.2
CHRM4 agonist,0.3,-0.9,1.2,0.6,-0.6,0.8
CHRM5 PAM,-3.3,-1.4,-1.9,5.5,-7.6,-1.8
CHRM4 PAM,2.8,-0.4,-0.2,-1.7,-19.4,2.9
M5 ag,1.2,-1.1,0.5,-5.2,-9.7,1.9

43) COc1ccc(/C=N/Nc2nc(-c3cccnc3)nc3ccccc23)c(OC)c1
44) CCCCOc1cccc(-c2nnc(NC(=O)CSc3ccc(C)cc3)s2)c1
45) COc1cccc(NC(=O)C(=O)N/N=C/c2cc(C)n(-c3ccc(Cl)c(Cl)c3)c2C)c1
46) CCCCN(CCCC)Cc1cc(=O)oc2cc(C)c(Cl)cc12
47) CCc1ccc2c(CC(=O)Nc3nnc(C4CC4)s3)coc2c1
48) O=C(NCc1cccs1)C(=O)c1cn(CC(=O)N2CCOCC2)c2ccccc12
Compound,43,44,45,46,47,48
M5 antag,8.6,2.1,-4.9,11.0,0.9,-0.5
M1 ag parental,4.3,0.5,1.8,-0.2,-0.5,1.6
CHO-K1 Ca antag,-9.6,-5.2,-1.1,16.2,-11.8,-13.9
CHO-K1 Ca PAM,8.6,17.1,10.2,1.2,4.4,12.2
CHRM4 antagonist,5.5,14.9,-2.8,8.4,-1.2,-1.7
CHRM4 agonist,17.0,-0.4,2.9,0.2,0.8,2.3
CHRM5 PAM,-4.7,0.2,1.8,-4.7,-1.1,6.9
CHRM4 PAM,-10.6,0.2,-7.4,-5.3,3.8,-0.5
M5 ag,2.2,-0.7,-0.1,0.9,2.5,3.7

From PubChem
